RGS4-Gao reg – modulators of RGS4 binding to Galphao, primary screen, biochemical, multiplexed bead flow cytometry. actives lie on both sides. binding response (% of control), % at 10 µM. 220,000 compounds, 0.33% hits; in the data active means binding response below about 49% or above about 150%; inactive means in between;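 further: fluorescent Galphao activated with aluminum fluoride binding bead-coupled RGS4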
Target sequence (P09471 whole entry, looked up): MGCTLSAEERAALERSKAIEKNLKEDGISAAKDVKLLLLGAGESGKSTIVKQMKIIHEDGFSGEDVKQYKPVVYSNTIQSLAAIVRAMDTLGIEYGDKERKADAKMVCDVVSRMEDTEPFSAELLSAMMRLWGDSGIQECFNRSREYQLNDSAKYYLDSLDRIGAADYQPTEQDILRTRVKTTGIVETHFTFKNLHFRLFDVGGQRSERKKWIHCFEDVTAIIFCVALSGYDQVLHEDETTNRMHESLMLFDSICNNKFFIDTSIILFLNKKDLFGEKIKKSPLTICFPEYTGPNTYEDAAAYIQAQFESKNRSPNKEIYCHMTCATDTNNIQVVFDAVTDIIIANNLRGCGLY
Bim-Bcl-XL – inhibitors of Bim-Bcl-XL binding, primary screen, biochemical, multiplexed, bead flow cytometry, human Bcl-XL; Bim peptide-Bcl-XL binding, fluorescence; 190,000 compounds, 0.04% hits; Bcl-2-like protein 1 (Homo sapiens), Q07817; inhibition, % at 10 µM
RGS7-Gao – RGS7-Galphao binding modulators, primary screen, biochemical, multiplexed bead flow cytometry; binding response (% of control), % at 10 µM; Guanine nucleotide-binding protein G(o) subunit alpha (Homo sapiens), P09471; 220,000 compounds, 0.35% hits; actives lie on both sides; in the data active means binding response below about 49% or above about 150%; inconclusive means no clear call, values can overlap the other calls; inactive means in between;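 further: fluorescent Galphao held in activated GDP-AlF4 state binding bead-coupled RGS7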
Mcl1-Bid inh – Mcl-1/Bid binding inhibitors, primary screen, biochemical, TR-FRET, 1536-well; Induced myeloid leukemia cell differentiation protein Mcl-1 (Homo sapiens), Q07820; TR-FRET Mcl-1/Bid-Dy647 peptide binding; inhibition, % at 21.7 µM; 220,000 compounds, 0.97% hits; AID 1021, 2008;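 active means compounds that cut the binding signal by more than half at the single screening dose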;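 further: His-tagged Mcl-1 with europium anti-His antibody binding Bid BH3 peptide; 0% = Mcl-1 plus peptide wells and 100% = peptide-only wells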
RGS8-Gao reg – RGS8-Galphao binding modulators, primary screen, biochemical, multiplexed bead flow cytometry. 220,000 compounds, 0.34% hits. AID 1423, 2008. actives lie on both sides. response (percent of control binding), % at 10 µM. Guanine nucleotide-binding protein G(o) subunit alpha (Homo sapiens), P09471; in the data active means response below about 60% or above about 140%; inactive means in between;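 further: Galphao activated as the GDP aluminium fluoride complex binding bead-coupled RGS8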
GSH fluor – compound fluorescence on glutathione beads, profiling panel, artefact control, biophysical, 488/530 nm, flow cytometry; 190,000 compounds, 0.25% hits; GSH beads flow cytometry, compound fluorescence 488/530 nm; stronger effect = higher value; AID 1776, 2009; fluorescence (KMESF) at 10 µM; in the data active means fluorescence above about 89;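 further: glutathione beads carrying GST-tagged Bcl family fusion proteins plus one bare bead set; values are compound well signal with DMSO vehicle wells as background; inactives centre near 16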
Bim-Bcl-2 – inhibitors of Bim-Bcl-2 binding, primary screen, biochemical, multiplexed, human Bcl-2 family. inhibition, % at 10 µM. Bead-based flow cytometry, Bim peptide-Bcl-2 binding. 190,000 compounds, 0.06% hits. Apoptosis regulator Bcl-2 (Homo sapiens), P10415; in the data active means inhibition above about 40%; inconclusive means no clear call, values can overlap the other calls;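 further: 0% = no compound wells with probe peptide and 100% = reference peptide inhibitor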
Target sequence (P10415 whole entry, looked up): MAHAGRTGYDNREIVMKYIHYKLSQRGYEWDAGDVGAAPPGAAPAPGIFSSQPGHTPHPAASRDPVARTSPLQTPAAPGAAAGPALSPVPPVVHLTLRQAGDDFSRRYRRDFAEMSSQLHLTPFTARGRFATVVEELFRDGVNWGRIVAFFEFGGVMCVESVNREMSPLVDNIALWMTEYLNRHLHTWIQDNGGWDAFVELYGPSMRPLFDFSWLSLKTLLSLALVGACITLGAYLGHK
Bcl-B Bim block – inhibitors of Bim-Bcl-B binding, primary screen, biochemical, multiplexed, human Bcl-2 family; bead-based flow cytometry, Bim peptide-Bcl-B binding; inhibition, % at 10 µM; 190,000 compounds, 0.073% hits;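 further: 0% = tracer peptide without compound and 100% = reference inhibitor peptide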
Target sequence (Q9HD36 whole entry, looked up): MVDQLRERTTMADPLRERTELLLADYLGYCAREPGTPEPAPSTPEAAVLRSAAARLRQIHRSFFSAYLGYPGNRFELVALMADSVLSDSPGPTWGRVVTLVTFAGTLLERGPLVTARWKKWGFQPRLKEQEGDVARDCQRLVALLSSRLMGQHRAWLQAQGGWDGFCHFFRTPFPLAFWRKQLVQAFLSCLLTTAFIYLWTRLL
Bfl-1 Bim block – inhibitors of Bim binding to Bfl-1, primary screen, biochemical, multiplexed, bead-based flow cytometry | Bcl-2-related protein A1 (Homo sapiens), Q16548 | Bim-Bfl-1 binding inhibition | inhibition, % at 10 µM | 190,000 compounds, 0.12% hits | AID 1008, 2008;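 further: 0% = wells without compound plus tracer and 100% = blocker peptide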
Mcl-1 Bim block – inhibitors of Bim peptide binding to Mcl-1, primary screen, biochemical, bead-based flow cytometry, multiplex. Bim peptide-Mcl-1 binding. inhibition, % at 10 µM. 190,000 compounds, 0.1% hits;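 further: 0% = no compound tracer wells and 100% = peptide blocker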
Bcl-W Bim block – inhibitors of Bim binding to Bcl-W, primary screen, biochemical, multiplexed, bead-based flow cytometry; Bim peptide-Bcl-W binding; inhibition, % at 10 µM; Bcl-2-like protein 2 (Homo sapiens), Q92843; AID 952, 2007; 190,000 compounds, 0.02% hits;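 further: 0% = bound tracer without compound and 100% = peptide blocker; higher means less fluorescent Bim peptide bound to Bcl-W beads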
Target sequence (Q92843 whole entry, looked up): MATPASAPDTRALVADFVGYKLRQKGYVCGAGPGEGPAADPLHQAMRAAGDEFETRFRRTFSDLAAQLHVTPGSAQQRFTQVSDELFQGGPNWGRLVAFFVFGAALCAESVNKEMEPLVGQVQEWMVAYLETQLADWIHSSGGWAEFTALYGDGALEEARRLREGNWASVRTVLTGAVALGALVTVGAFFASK
Starred values were filed as active, the others as inactive; ? = inconclusive; nt = no result given. Unless noted, no stated cut-off is given here; in the data, active means inhibition above about 40%.

SMILES | RGS4-Gao reg | Bim-Bcl-XL | RGS7-Gao | Mcl1-Bid inh | RGS8-Gao reg | GSH fluor | Bim-Bcl-2 | Bcl-B Bim block | Bfl-1 Bim block | Mcl-1 Bim block | Bcl-W Bim block
COC(=O)Cc1ccc(NC(=O)c2ccc(C(C)(C)C)cc2)cc1 | 101 | -1 | 98 | -24 | 103 | 39 | -9 | -9 | -10 | -1 | 2
CCCCc1c(C)nn(-c2nnc3c4ccccc4n(C)c3n2)c1C | 105 | -8 | 102 | 33 | 103 | 32 | -7 | -5 | -18 | -2 | -1
COc1cccc(C(=O)Nc2ccc(-c3nnc(-c4ccco4)o3)cc2)c1 | 96 | 1 | 101 | -23 | 102 | 9 | -4 | -1 | 0 | -2 | 0
CN=c1c([N+](=O)[O-])nn(-c2ccc3c(c2)OCCO3)n1O | 99 | -5 | 93 | -13 | 102 | 9 | -9 | -3 | -4 | -1 | -2
COC(=O)Cc1c(O)ccn(Cc2ccccc2OC)c1=O | 100 | -4 | 105 | -26 | 101 | 14 | -1 | -1 | 0 | 0 | -3
O=C(NC(=S)Nc1ccc(S(=O)(=O)N2CCCC2)cc1)C1CCC1 | 102 | -3 | 103 | -39 | 104 | 5 | -6 | -5 | 0 | -5 | -3
CCN(CC)C(=O)C(=O)c1cn(CCOc2ccccc2)c2ccccc12 | 100 | -1 | 100 | -23 | 101 | 9 | -3 | -3 | -3 | 1 | -1
CCOC(=O)N1CCc2[nH]c3ccc(C)cc3c2C1 | 100 | 2 | ? | -27 | 101 | 13 | -2 | -4 | 0 | 1 | 4
Cc1ccc(S(=O)(=O)N2CCCCC2)cc1NC(=O)CN1C(=O)CN(C)C1=O | 100 | -2 | 101 | -5 | 102 | 11 | 0 | -4 | -3 | -1 | 3
Cc1cccc(NC(=O)c2cnn(-c3ccc(F)cc3)c2C2CCNCC2)c1C | 103 | -5 | 96 | -56 | 102 | 16 | -6 | -8 | -7 | -6 | -3
CCN(CC)CCNCc1ccc(Br)cc1OCC(=O)NCc1ccccc1 | 103 | -2 | 105 | -20 | 102 | 20 | -1 | 0 | -5 | 2 | 0
Cc1cc(C(=O)OC(C)C(=O)Nc2nc(-c3ccccc3)cs2)c(C)o1 (stereo not drawn) | 105 | 0 | 103 | 5 | 104 | 38 | 0 | -1 | 0 | -3 | 0

Some of the entries above, reformatted.
| compound | RGS4-Gao reg | Bim-Bcl-XL | RGS7-Gao | Mcl1-Bid inh | RGS8-Gao reg | GSH fluor | Bim-Bcl-2 | Bcl-B Bim block | Bfl-1 Bim block | Mcl-1 Bim block | Bcl-W Bim block |
| --- | --- | --- | --- | --- | --- | --- | --- | --- | --- | --- | --- |
| CN=c1c([N+](=O)[O-])nn(-c2ccc3c(c2)OCCO3)n1O | 99 | -5 | 93 | -13 | 102 | 9 | -9 | -3 | -4 | -1 | -2 |
| COC(=O)Cc1c(O)ccn(Cc2ccccc2OC)c1=O | 100 | -4 | 105 | -26 | 101 | 14 | -1 | -1 | 0 | 0 | -3 |
| O=C(NC(=S)Nc1ccc(S(=O)(=O)N2CCCC2)cc1)C1CCC1 | 102 | -3 | 103 | -39 | 104 | 5 | -6 | -5 | 0 | -5 | -3 |

(further entries)
SMILES | RGS4-Gao reg | Bim-Bcl-XL | RGS7-Gao | Mcl1-Bid inh | RGS8-Gao reg | GSH fluor | Bim-Bcl-2 | Bcl-B Bim block | Bfl-1 Bim block | Mcl-1 Bim block | Bcl-W Bim block
CCOc1ccccc1NC(=O)N1CCCC1C(=O)Nc1ccc(NC(C)=O)cc1 (stereo not drawn) | 96 | -4 | 98 | -31 | 100 | 12 | -9 | -10 | -12 | 0 | 0
COc1ccc(CC(=O)O/N=C(\N)Cc2ccc(OC)cc2)cc1 | 99 | 2 | 101 | -30 | 104 | 15 | 2 | 0 | 1 | -1 | -1
O=C(NCc1cccnc1)c1cnc2sccn2c1=O | 76 | -5 | 95 | 36 | 83 | 15 | -4 | -7 | -7 | -2 | -4
COC(=O)c1ccc(COc2cc([N+](=O)[O-])cc3cccnc23)o1 | 93 | 0 | 97 | 2 | 92 | 12 | 0 | 0 | 3 | -1 | 0
Cc1ccc(NC(=O)C2C(C(=O)O)C3C=CC2C32CC2)cc1 (stereo not drawn) | 85 | 2 | 96 | -11 | 77 | 47 | -5 | -1 | -2 | -3 | -3
COc1cccc(OC)c1OCC(O)CN1CCN(c2ccccc2)CC1 (stereo not drawn) | 95 | -2 | 94 | -25 | 95 | 14 | -2 | -2 | 1 | 1 | 0
CC12C=CC3(CN(Cc4ccccc4)C(=O)C3C1C(=O)NC1CC1)O2 (stereo not drawn) | 99 | -5 | 98 | -12 | 99 | 63 | 2 | 0 | 3 | 0 | -2
CCC(=O)Nc1cc(-c2nn3c(C)nnc3s2)ccc1C | 90 | 0 | 93 | -24 | 98 | 8 | -3 | 2 | 0 | 0 | -1
CSc1nc2ccc(S(=O)(=O)Nc3c(C)n(C)n(-c4ccccc4)c3=O)cc2s1 | 99 | -12 | 99 | -9 | 101 | 30 | -10 | -7 | -13 | -1 | 0
COC(=O)C1=C(C)NC(=O)NC1c1ccc(-c2ccc(Cl)cc2)o1 (stereo not drawn) | 100 | 0 | 104 | -33 | 105 | 24 | 1 | -3 | -6 | -2 | -2
COCCn1nnnc1CN(CCc1ccc(OC)c(OC)c1)Cc1cc2ccc(C)cc2[nH]c1=O | 98 | -1 | 99 | 4 | 98 | 16 | -2 | -5 | 0 | -1 | -2
O=C(Nc1cccc2nsnc12)c1ccc2c(c1)OCCO2 | 99 | 0 | 97 | 6 | 104 | 51 | -6 | -7 | -10 | 0 | 2
O=C(Nc1nn[nH]n1)c1cc(-c2ccc(Cl)c(Cl)c2Cl)nc2ccccc12 | 104 | 2 | ? | -13 | 102 | 18 | 1 | 6 | 4 | 0 | 1
CCCn1cnc2c(c1=O)c1nc3ccccc3nc1n2CCc1ccccc1 | 102 | -10 | 98 | 5 | 100 | 35 | -8 | -12 | -20 | -7 | -4
O=C(C1CCN(c2ccc(N3CCOCC3)nn2)CC1)N1CCc2ccccc2C1 | 97 | 0 | 99 | nt | 101 | 34 | 0 | 2 | -1 | 1 | 0
NNC(=O)C1CCCn2c1nc1sc3c(c1c2=O)CCCC3 (stereo not drawn) | 101 | -5 | 102 | -17 | 98 | 24 | -10 | -6 | -14 | -2 | 0
COc1ccc(CNC(=O)C2CC(=O)N(c3ccc(OCC(=O)N4C(C)CCCC4C)cc3)C2)cc1 (stereo not drawn) | 106 | 0 | 98 | 5 | 102 | 20 | 0 | 2 | 1 | 0 | 0
CCCCSc1nc2ccccc2n1CC(=O)O | 90 | -7 | 90 | 15 | 104 | 21 | -10 | -4 | -5 | -2 | -3
Cc1cc2oc(=O)cc(CN3CCC(C)CC3)c2c(C)c1Cl | 96 | -3 | 95 | -18 | 98 | 13 | -3 | -4 | -2 | -4 | -3
COC(=O)c1ccc(OCC(=O)c2ccccc2)cc1 | 95 | -2 | 92 | 12 | 93 | 69 | -11 | -8 | -12 | -1 | 3
CCCn1c(C)cc(-c2csc(N)n2)c1C | 90 | 15 | 92 | -36 | 96 | 6 | 27 | 46* | 30 | 11 | 25
Cc1oc(/N=C/c2ccccc2O)c(C#N)c1C | 104 | -7 | 103 | -20 | 103 | 37 | -9 | -12 | -17 | -3 | -2
COc1ccc(NC(=O)c2c(NC(=O)CNCc3ccco3)sc3c2CCC3)c(OC)c1 | 100 | -2 | 92 | -41 | 100 | 12 | -7 | 0 | -3 | -3 | 0
COc1ccc(N2C(=O)[C@@H]3[C@H](C2=O)[C@H]2c4ccccc4C=CN2[C@@H]3C(C)=O)cc1 | 86 | -4 | 102 | -6 | 95 | 25 | -4 | -6 | -2 | -1 | -4
O=C(c1ccc(Cl)cc1)c1nnc(-c2ccncc2)o1 | 103 | 5 | 105 | -21 | 101 | 45 | -7 | -6 | -10 | -2 | 2
COc1ccc(OC)c(NC(=O)COC(=O)Cc2ccc(-c3ccccc3)cc2)c1 | 104 | -7 | 101 | 8 | 104 | 18 | -7 | -6 | -16 | -3 | -1
NC(=O)COC(=O)Cc1coc2cc3c(cc12)CCC3 | 100 | -4 | 101 | -29 | 107 | 15 | -3 | -7 | -7 | 0 | -3
CCCCC(=O)Nc1cccc(NC(=O)c2ccc(Br)o2)c1 | 99 | 2 | 100 | 4 | 101 | 11 | 0 | 0 | 0 | 2 | 2
CC(=O)Nc1c(O)nc(SCC(=O)Nc2nnc(SCc3ccccc3)s2)[nH]c1=O | 104 | -2 | 101 | -12 | 101 | 68 | 4 | -3 | 0 | -3 | -3
COc1cc(NCCC(=O)c2cccs2)c(OC)cc1Cl | 99 | 3 | ? | -28 | 100 | 11 | 6 | -18 | 24 | -1 | 18
CC1(C)CC(=O)C=C(NCc2cccnc2)C1 | 93 | 1 | 96 | -59 | 94 | 21 | -1 | 0 | 0 | 2 | 0
COC(=O)[C@H](Cc1ccccc1)NC(=O)N1CCC(C)CC1 | 92 | 0 | 104 | -16 | 98 | 35 | -9 | -10 | -10 | 0 | -4
O=C(Nc1ccc2c(c1)OCO2)c1noc2c1CCCCC2 | 96 | 0 | 100 | -16 | 97 | 18 | 0 | 1 | 0 | -3 | 0
O=C(CC(=O)N/N=C\c1ccc([N+](=O)[O-])cc1)NCCc1ccccc1 | 97 | -2 | 96 | 15 | 101 | 24 | 1 | 0 | 4 | -7 | 0
O=C1CC(/C=C/c2ccccn2)=Nc2ccccc2N1 | 92 | 2 | 91 | -25 | 94 | 11 | 5 | 2 | 17 | 0 | 8
CCOC(=O)c1cnc2c(C)c(Cl)ccc2c1Nc1ccc(S(=O)(=O)Nc2ncccn2)cc1 | 105 | -3 | 105 | -2 | 100 | 12 | -3 | -4 | -7 | 1 | 0
CCOc1cc(C2NC(=O)NC(O)(C(F)(F)F)C2C(=O)c2ccccc2)ccc1OC (stereo not drawn) | 104 | -5 | 110 | -21 | 105 | 26 | 0 | -1 | -4 | 1 | 0
CCOC(=O)C1CCCN(c2cc(C)nc3cc(-c4ccc(F)cc4)nn23)C1 (stereo not drawn) | 100 | -3 | 100 | -3 | 102 | 23 | 0 | -3 | 0 | -4 | -4
Cn1cc(C(=O)C(=O)N2CCN(c3ccccc3)CC2)c2ccccc21 | 97 | -2 | 89 | -8 | 95 | 12 | 0 | 0 | 4 | -1 | -6
CN1/C(=C\C(=O)COC(=O)CNC(=O)c2ccccc2F)C(C)(C)c2ccccc21 | 98 | -5 | 101 | -30 | 102 | 14 | 0 | -6 | -5 | 0 | -2
COc1ccc(C2C(C(=O)Nc3cccc(C)n3)CCC(=O)N2c2ccc(OC)cc2)cc1 (stereo not drawn) | 107 | -1 | 104 | -19 | 96 | 13 | -2 | -3 | -3 | -5 | -3

Bioassay records deposited in PubChem BioAssay by several laboratories.
